# PGC1a acetyl inh – modulators of PGC1a acetylation. inhibition, % at 15.6 µM. 350,000 tested, 0.17% active. U2OS PGC1a acetylation, AlphaScreen anti-acetyl-lysine; with virally co-expressed GCN5 acetyltransferase;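 active = every replicate shows inhibition of at least 40%; inconclusive = mean inhibition at least 40% but some replicate below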;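 note: 0% = neutral control wells and 100% = positive control wells; some results beyond the cut were filed as inactive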
# C2C12 statin – protects C2C12 myotubes from simvastatin toxicity; ATP luminescence, 48 h; scaled: DMSO 0, geranylgeraniol control 100; rescue of ATP level, % at 7.49 µM; 330,000 tested, 0.78% active; AID 602340;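 active = mean ATP rescue above about 67%, or every replicate alone reaching that limit, limit read from the data, passing the limit was not always enough; inconclusive = no clear call, values can overlap the other calls; inactive = mean under the limit and some replicate under it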;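 note: myotubes were challenged with 10 µM simvastatin during compound exposure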
# ARNT TACC3 PPI – ARNT/TACC3 interaction disruption; Q9Y6A5; AlphaScreen His-ARNT PAS-B/GST-TACC3 binding, luminescence; TACC3 fragment carries E629A point mutation; inhibition, % at 9.99 µM; 390,000 tested, 0.66% active;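 active = mean inhibition of replicates at least 50% and at least half of replicates each reaching 50%; inconclusive = half or more replicates reach 50% but mean below 50%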;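 note: 0% = complete ARNT plus TACC3 wells and 100% = ARNT alone without TACC3; many hits fall short of the cut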
# Numbers without * were called inactive; ? = inconclusive.
canonical_smiles,PGC1a acetyl inh,C2C12 statin,ARNT TACC3 PPI
Cn1c(=O)[nH]c(=O)c2c1nc(N1CCOCC1)n2CC(O)COc1ccccc1 (configuration not stated),16,-9,-9
CCOC(=O)Nc1cc(C(=O)OCC)c(C)nc1C,-5,2,-23
O=C(c1coc(=O)c(Br)c1)N1CCOCC1,-1,-4,-3
O=C(OCc1nc2ccccc2s1)c1cnccn1,-4,132*,0
Cc1ccc(NC(=O)COC(=O)c2ccnn2C)cc1,-4,14,-2
CCCC(=O)N1CC2(CCC)CN(C(=O)CCC)CC(CCC)(C1)C2=O,-1,7,-4
CCN(CC(=O)NC1CCS(=O)(=O)C1)c1nc(-c2cccnc2)nc2ccccc12 (configuration not stated),-4,7,-4
COc1ccc(-n2[nH]c(C)cc2=O)cc1,6,3,25
O=c1oc2cc(OCc3c(F)cccc3Cl)ccc2cc1-c1ccccn1,6,33,-9
Cc1[nH]c(=O)c(C#N)c2c1CCCC2,16,-20,-1
O=c1[nH]c2ccccc2nc1Cc1ccccc1,-6,0,-2
O=C(Nc1ccccc1N1CCOCC1)c1cc(-c2ccco2)nc2ccccc12,6,-23,7
COc1ccc(C(=O)C(CN2CCOCC2)c2ccccc2)cc1F (configuration not stated),114*,15,-2
Cc1ccc(/C=C2\SC(=S)N(/N=C/c3cc([N+](=O)[O-])ccc3O)C2=O)o1,10,1,44
CCN(CC)S(=O)(=O)c1ccc(S(=O)(=O)Nc2ccc(C(=O)N3CCCC3)cc2)cc1,-25,-1,-2
CC(=O)c1cccc(S(=O)(=O)N(CCCO)Cc2cc3ccc(C)cc3[nH]c2=O)c1,3,-3,1
CCOC(=O)CN1C(=O)NC2NC(=O)NC21 (configuration not stated),0,9,-7
O=C(COC(=O)CCCSc1nc2ccccc2[nH]1)NC(=O)NC1CCCC1,-16,1,8
COc1ccc(-c2cc(C(F)(F)F)nc(S(C)(=O)=O)n2)cc1,-66,14,-5
CCCCCCn1c(SCC(=O)Nc2cc(C)on2)nc2ccccc2c1=O,-3,9,4
CCOC(=O)C1CCN(C(=O)COc2ccc(Cl)cc2Cl)CC1,0,0,-8
O=C(CN1C(=O)NC2(CCCc3ccccc32)C1=O)NCc1ccco1 (configuration not stated),-6,13,-1
Cc1cc(OCC(=O)O/N=C(\N)c2ccccc2)cc(C)c1Cl,?,1,-3
COCCn1c(=N)c(C(=O)NCCc2ccccc2)cc2c(=O)n3cccc(C)c3nc21,-18,-42,-3
CC(=O)Oc1ccc(-c2nc(-c3cccnc3)no2)cc1,-3,-18,-4

# Full records from above. Values in the order: PGC1a acetyl inh	C2C12 statin	ARNT TACC3 PPI
# Profile of Cc1ccc(NC(=O)COC(=O)c2ccnn2C)cc1 = -4	14	-2
# Profile of Cc1[nH]c(=O)c(C#N)c2c1CCCC2 = 16	-20	-1
# Profile of CCOC(=O)CN1C(=O)NC2NC(=O)NC21 (configuration not stated) = 0	9	-7

# Remaining list, next part.
canonical_smiles,PGC1a acetyl inh,C2C12 statin,ARNT TACC3 PPI
COc1ccc(-c2c(C)oc3c(CN4CCN(CCO)CC4)c(O)ccc3c2=O)cc1OC,1,1,4
N=C1CCC(=N)c2c1c(O)c1ccccc1c2O,12,-4,51*
O=C1CCCN1c1ccc(S(=O)(=O)Nc2ccc3c(c2)OCCO3)cc1,-28,-35,0
Cc1ccc(O)c(C(=O)c2cc(C#N)c(=O)n(CC3CCCO3)c2)c1 (configuration not stated),-7,95*,0
CC1CCc2sc3ncnc(N4CCOCC4)c3c2C1 (configuration not stated),20,-15,-11
CCCn1c(SCC(=O)c2ccc(OC)c(OC)c2)nc2c1c(=O)n(C)c(=O)n2C,-2,130*,1
CCCc1nnc(SCC(=O)Nc2ccc(OC)cc2)n1N,4,3,3
COC(=O)c1sccc1NC(=O)CN1CCN(c2ccc(F)cc2)CC1,-1,-18,-4
O=C(NCC1c2ccccc2CCN1C(=O)CN1CCOCC1)C1CCCCC1 (configuration not stated),-9,-1,3
CSc1nc(C)c2c(n1)N(c1ccc(C(C)C)cc1)CC2,-16,-10,6
COc1cc2cc(CN(C(=O)NC3CCCCC3)C3CCCC3)c(=O)[nH]c2cc1OC,-1,4,32
CCOC(=O)Nc1cc2c(C)cc(=O)oc2cc1C,-16,-7,6
COc1ccc(F)cc1S(=O)(=O)NC1CC(C)(C)NC(C)(C)C1,-3,-4,-6
N#Cc1cc2c(nc1SCC(=O)N1CCOCC1)CCCCC2,-10,-17,-3
Cc1cc(=O)oc2cc(NC(=O)CCCC(=O)O)ccc12,-1,-2,-1
COc1ccc(NC(=O)CCCSc2nc(-c3ccco3)cc(C(F)(F)F)n2)cc1OC,0,7,11
Cc1ccccc1N1CCN(Cc2c(C#N)c3ccccc3n2C)CC1,3,5,-3
O=S(=O)(c1cccc2cccnc12)N1CCOCC1,8,20,-8
COc1ccccc1CNC(=O)C(=O)NCC1CCCO1 (configuration not stated),5,3,-1
CCOc1ccc(/C=C/C(=O)c2c(O)c3ccccc3oc2=O)cc1,15,12,0
COc1ccccc1CCNC(=O)CCSc1nc(-c2ccco2)cc(C(F)(F)F)n1,-1,24,-8
COC(=O)C1=C(C)NC(=O)/C1=C\c1cc(C)n(-c2cc(C)cc(C)c2)c1C,-5,18,8
COc1cccc(NC(=O)CNS(=O)(=O)c2ccc3nc(C)sc3c2)c1,-3,10,3
CCCCN(Cc1ccccc1)S(=O)(=O)c1ccc2[nH]c(=O)oc2c1,-4,16,-11
Cn1c(SCC(=O)N2CCCc3ccccc32)nnc1-c1ccco1,0,27,-7

# Further results follow:
canonical_smiles,PGC1a acetyl inh,C2C12 statin,ARNT TACC3 PPI
C=CCn1c(=N)c(C#N)cc2c(=O)n3ccccc3nc21,0,94*,-6
CCN1CCN(C(=O)C2(NC(=O)Nc3ccccc3Cl)CCCCC2)CC1,40,10,-8
Cc1ccc(-n2c(SCC3CCCCO3)nnc2-c2ccco2)cc1 (configuration not stated),1,5,3
CCc1ccc2c(c1)C1(NN=C(c3ccccc3)S1)C(=O)N2 (configuration not stated),-3,15,31
CSc1ccc(C(=S)N2CCN(CCO)CC2)cc1,-7,3,-3
Cc1cc2c(c(=O)n1Cc1cccnc1)C(c1ccc(F)cc1)C(C#N)=C(N)O2 (configuration not stated),4,110*,-5
CCCSc1nc2c(c(=O)n(C)c(=O)n2C)n1Cc1ccc(C)cc1,0,12,-9
O=C(O)C1C2C=CC(O2)C1C(=O)NC1CCCc2ccccc21 (configuration not stated),-18,16,-2
Cc1cc(C)n(CC(=O)NC2CCCCC2)n1,9,-20,-8
CCOc1ccc(C2CC(c3cccc(OC)c3OC)n3nnnc3N2)cc1Cl (configuration not stated),-4,13,-10
Cn1cnnc1SCNC(=O)C(F)(F)F,14,-8,-2
Cc1ccc(C(=S)NCS(=O)(=O)c2ccc(C)cc2)cc1,8,43,4
CNC(=O)Cn1c(=O)n(C)c2ccccc21,-7,8,-2
CC(O)CNCCNCc1c(OCc2ccccc2)ccc2ccccc12 (configuration not stated),-37,-27,10
Cc1cc(NC(=O)C2C3C(=O)N(CC4CCCO4)C(C(=O)NCc4ccccc4)C34C=CC2(C)O4)no1 (configuration not stated),1,2,-1
COc1ccc2cc(CN(C(=O)Nc3ccccc3OC)C3CCCC3)c(=O)[nH]c2c1,-7,-1,10
COCCn1c(COc2ccccc2)nnc1SCC(N)=O,4,19,-4
CCOC(=O)c1c(C)c(C(=O)NCCN2CCOCC2)c(C)n1C,2,26,9
NC12CC3CC(C1)CC(CO)(C3)O2,1,111*,-3
COc1ccc(Br)cc1/C=N/n1c(C)nnc1C,-7,0,-7
CCOC(=O)COc1ccc(S(=O)(=O)Nc2ccc(C)cc2)cc1,-4,14,-13
COc1ccc(-n2nnc3c(SCC(=O)c4ccccc4)ncnc32)cc1,-5,5,-15
CC(=O)c1ccc(N2CCN(C(=S)Nc3cccc(F)c3)CC2)cc1,-23,14,-12
CCCCCC1CC(=O)N(Cc2ccc(Cl)cc2)C(=O)N1 (configuration not stated),-10,13,0
Cc1ccc(-n2ncc3c(=O)n(CC(=O)N4CCCc5ccccc54)cnc32)cc1C,1,14,-9

# The listing continues:
canonical_smiles,PGC1a acetyl inh,C2C12 statin,ARNT TACC3 PPI
O=C(Nc1ccc(S(=O)(=O)Nc2nccs2)cc1)c1cc(-c2ccccc2Cl)nc2ccccc12,-6,-5,5
CN(CCCNC(=O)c1cccc(N2CCCC2=O)c1)c1ccccc1,4,12,2
COc1ccc(Cl)cc1NC(=S)N1CCN(C(=O)c2ccco2)CC1,0,-3,1
Cc1onc(-c2ccccc2)c1C(=O)N1CC(C)OC(C)C1 (configuration not stated),3,-2,-11
CCCOC(=O)Cn1c(=O)c2cc3c(=O)n(CC(=O)OCCC)c(=O)c3cc2c1=O,28,9,-2
COc1cc2ccccc2c2c1CCCC2=O,-9,1,8
O=C(NCCCN1CCN(c2cccc(Cl)c2)CC1)c1cccc(N2CCCC2=O)c1,-6,5,13
COC(=O)c1ccc2c(c1)C(C)(C)C(/C=C/c1ccc(OC)c(OC)c1OC)=[N+]2C,-45,-161,5
COc1ccc(CNC(=O)C(C#N)c2nc3ccccc3nc2N2CCN(C)CC2)cc1 (configuration not stated),-16,9,18
O=C(O)CCC(=O)Nc1ccc(S(=O)(=O)N2CCCC2)cc1,9,1,1
CCOc1ccc(OCc2ccc(C(=O)NCc3cccnc3)o2)cc1,-4,-1,5
COc1ccc(S(=O)(=O)N(C)CC(=O)Nc2ccc3c(c2)OCO3)cc1,-46,-6,-1
CCN(CC)S(=O)(=O)c1ccc(Cl)c(C(=O)NC)c1,8,1,-3
NS(=O)(=O)c1ccc(-n2nncc2C23CC4CC(CC(C4)C2)C3)cc1,-4,13,-5
Cc1ccc2[nH]c3c(NCCCN4CCCC4=O)ncnc3c2c1,5,-16,31
COc1ccccc1OCC(=O)NNC(=O)c1cnccn1,-4,3,26
COc1ccc(-c2n[nH]c(=S)n2C2CCCCC2)cc1,17,8,1
Cc1ccc(S(=O)(=O)N2CCN(C(=O)CC3CCCC3)CC2)cc1,-18,14,-7
CC(C)N(Cc1cc2ccccc2[nH]c1=O)C(=O)C1CCCCC1,8,8,0
Cc1ccnc(SCC(=O)Nc2sc3c(c2C#N)CCCC3)n1,-1,-34,-7
CN(C)C(=O)/C(C#N)=C\c1cc(Br)c(Sc2ccc(Cl)cc2)o1,-18,-15,-6
CC1(C)Cc2ccccc2C(=O)N1,-5,5,-5
COc1cc(S(=O)(=O)N2CCCCC2)ccc1NC=O,2,19,0
CC(C)(C)OC(=O)N[C@@H](Cc1ccccc1)c1nnc(SCC(=O)c2ccc(Cl)cc2)o1,-19,-11,5
CC(=O)c1ccc(-c2nc3c4ccccc4ccn3c2C(C)=O)o1,-5,-1,-4

# Next section (4 carried over from the part before).
canonical_smiles,PGC1a acetyl inh,C2C12 statin,ARNT TACC3 PPI
CC1(C)Cc2ccccc2C(=O)N1,-5,5,-5
COc1cc(S(=O)(=O)N2CCCCC2)ccc1NC=O,2,19,0
CC(C)(C)OC(=O)N[C@@H](Cc1ccccc1)c1nnc(SCC(=O)c2ccc(Cl)cc2)o1,-19,-11,5
CC(=O)c1ccc(-c2nc3c4ccccc4ccn3c2C(C)=O)o1,-5,-1,-4
C(=N\c1nc2ccccc2n1CCN1CCCCC1)/c1cccs1,-18,2,7
CC1CCN(C(=O)C2(NC(=O)Nc3cccc(F)c3)CCCCC2)CC1,1,-10,-3
COc1ccccc1NC(=O)COc1ccc(/C=N/NC(=O)CSCc2ccc(Cl)cc2)cc1,-6,17,-5
Cn1nc(C(F)(F)F)c(/C=N/OC(=O)c2ccccc2)c1Sc1ccc(Cl)cc1,-17,23,-3
COCCn1c(=N)c(C(=O)NCCc2ccc(OC)cc2)cc2c(=O)n3cccc(C)c3nc21,-7,-7,-3
CCCOC(=O)c1ccc(NC(=O)c2cnccn2)cc1,-2,1,28
COCCCN1C(=O)C(=O)/C(=C(/O)c2ccccc2)C1c1ccc2c(c1)OCO2 (configuration not stated),2,7,-5
COc1cccc(CNC(=O)Nc2cccs2)c1,-5,2,16
Cc1cccc(NC(=O)C2CC(O)CN2C(=O)OCc2ccccc2)c1 (configuration not stated),10,16,-1
CN(C)c1nc(SCC#N)nc(N2CCOCC2)n1,-13,14,4
COC(=O)c1ccc(C(=O)OC)c(NC(=O)CSCc2ccc(Cl)cc2)c1,-17,0,-19
O=C(NCc1ccco1)c1cc(-c2ccc(F)cc2)on1,8,-9,0
COC(=O)c1ccccc1NC(=O)Nc1cc(C)cc(C)n1,-4,9,-15

# 4 entries out of the list above, arranged by their value in ARNT TACC3 PPI, ascending.
Molecule | ARNT TACC3 PPI
CCN1CCN(C(=O)C2(NC(=O)Nc3ccccc3Cl)CCCCC2)CC1 | -8
COCCCN1C(=O)C(=O)/C(=C(/O)c2ccccc2)C1c1ccc2c(c1)OCO2 (configuration not stated) | -5
N#Cc1cc2c(nc1SCC(=O)N1CCOCC1)CCCCC2 | -3
CC(C)(C)OC(=O)N[C@@H](Cc1ccccc1)c1nnc(SCC(=O)c2ccc(Cl)cc2)o1 | 5

# Not all compounds are listed (hit frequency here may not be typical).
